T cell HTS: modulators of CD8 T cell-vesicle binding, primary screen, mouse 2C CD8+ T cells, flow cytometry; 2C CD8+ T cell-vesicle binding; hits give low values; calls only at 7 µM; hit rate 0.068% among 330,000;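 active = response, share of CD8 T cells binding vesicles, and their 90th percentile fluorescence all below set limits, cut at about 80% in these data, passing the limit was not always enough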
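material = purified 2C TCR transgenic mouse naive CD8+ T cells | controls = Unloaded micro-vesicles (low), QL9 vesicles with 0.7% DMSO (high) | detection = cytometric PE anti-B7-1 and Alexa647 anti-CD8 signals after 1% paraformaldehyde fixation | incubation = binding step 1.5 h, 37 °C, antibody labelling 20 min, ice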
West Nile virus CPE: West Nile virus antiviral activity, cell-based, CPE readout (AID 1621). West Nile virus-infected cells, CPE inhibition; higher % means a stronger effect. one-dose CPE inhibition, % at 10 µM; IC50 in µM for titrated hits. hit rate 0.02% among 290,000; in the data active = a potency from the dose series; inconclusive = CPE inhibition mostly from about 3.7% at the one dose, without a potency; inactive = the rest, 99 in 100 with CPE inhibition below about 2.2%; also: strong numbers were not always called active
MT stabilizer: microtubule stabilizers in HeLa cells, primary screen, imaging, high-content imaging; HeLa tubulin immunostaining HCS, 24 h; share of cells brighter than vehicle mean+2SD; % tubulin-high responders, % at 10 µM; hit rate 0.83% among 200,000;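 active = plate Z-score above 3 for both tubulin-high and condensed-nucleus cell shares, with cell loss under 80%, at 10 µM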;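 also: anti alpha tubulin signal scored within the nucleus-defined area of each cell; some results filed as inactive read as strong as hits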
Autophagy HCS: autophagy modulators in MEF cells, primary screen, imaging, high-content, MEF GFP-LC3; MEF GFP-LC3 puncta imaging; test concentration mostly 10 µM; calls only at 10 µM (by protocol); hit rate 0.98% among 190,000;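 active = percentage of spot-positive cells more than 3 SD above its plate mean, without a fluorescence outlier flag or 80% toxicity; inconclusive = no clear call, values can overlap the other calls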;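 also: spot-positive cell cutoff set from DMSO-treated cells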
bCat nuc transl: modulators of beta-catenin nuclear translocation, primary screen, imaging, HeLa cells, immunofluorescence, high-content | nuclear translocation activity, % at 5 µM | hit rate 0.3% among 190,000 | AID 1665, 2009;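 active = nuclear translocation activity above 50% at 5 µM, with a well cell count of 50 or more; inconclusive = wells under 50 cells across six images, flagged as toxic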;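 also: per-cell ratio of nuclear to cytoplasmic median beta-catenin stain intensity; plate controls were DMSO negative control for no effect and GSK-3 inhibitor IX positive control for full effect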
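System: Human HeLa cells, endogenous beta-catenin | Compound dosing: 5 µM primary, 0.02–20 µM confirmation | Timing: 24 h compound exposure at 37°C, 5% CO2 | Measured by: Fluorescence imaging of beta-catenin antibody stain plus DAPI | Read-out basis: % activation of per-cell nuclear versus cytoplasmic median beta-catenin signal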
WT yeast gro inh: growth inhibition of WT strain, primary screen, mitochondrial fusion inhibitor project, WT and mutant strains, chemical genetic; mitochondrial fusion phenotypic screen; inhibition, % at 10 µM; hit rate 2.1% among 190,000; AID 1362, 2008; in the data active = inhibition above about 58%; tested in S. cerevisiae
Hep lipid drop: inhibitors of hepatocyte lipid droplet formation, primary screen, imaging, high-throughput imaging, BODIPY stain; AML12 mouse hepatocytes, oleate lipid droplets; inhibition, % at 6.5 µM; AID 1656, 2009; hit rate 0.4% among 240,000;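 active = lipid droplet intensity inhibited by at least 50%, with more than 500 cells counted; inconclusive = wells with under 300 cells, treated as cytotoxic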
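Test system: AML12 mouse liver cells; schedule: overnight exposure; technique: high-content imaging of BODIPY-stained droplets and DAPI nuclei; read-out: % inhibition of corrected integrated BODIPY droplet signal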
Myeloid diff MLP: induction of myeloid progenitor differentiation, primary screen, cell-based, flow cytometry, MLPCN library; hit rate 1% among 360,000; calls only at 10 µM; ER-HoxA9 myeloid progenitors, lysozyme-GFP differentiation;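 active = normalized GFP-positive differentiation at or above the plate's own cutoff, the solvent-only control mean plus 3 SD; inconclusive = no clear call, values can overlap the other calls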;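 also: cells exposed to compound for four days before flow analysis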
Ins promoter up: insulin promoter activators in MIN6 cells, imaging, high-content screening, mouse beta cells. MIN6 insulin promoter-GFP reporter; hits give high values. hit rate 0.3% among 190,000. z-score at 5 µM. AID 1625, 2009;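 active = z-score above 3 at 5 µM with at least 500 cells counted in the well; inconclusive = wells under 500 cells, flagged as cytotoxic or low count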
WT yeast gro inh mutant strain: also measured in WT yeast gro inh; calls as there; inhibition, %; mitochondrial fusion phenotypic screen, mutant strain inhibition
Ins promoter up cell count: also measured in Ins promoter up; calls as there; cell count; measured here: cytotoxicity, nuclei count;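 total cells summed across four imaged fields per well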
Hep lipid drop cells 6.5 µM: second read-out of Hep lipid drop, no call of its own (marks repeat the call); cell count; measured here: cell count, cytotoxicity flag;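 cells counted across two imaged fields per well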
bCat nuc transl cell count 5 µM: second read-out of bCat nuc transl, no call of its own (marks repeat the call); cell count; measured here: cell count, cytotoxicity flag
T cell HTS vesicle-bound %: also measured in T cell HTS; calls as there; double positive events, %; measured here: CD8+ vesicle-bound cell fraction;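 binding gate set so that unloaded-vesicle control wells show 10% double positive cells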
MT stabilizer Hoechst-high %: second read-out of MT stabilizer, no call of its own (marks repeat the call); % Hoechst-high responders; measured here: nuclear condensation Hoechst responders;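 share of cells brighter than vehicle mean plus two SD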
MT stabilizer cytotoxicity %: also measured in MT stabilizer; calls as there; toxicity, %; measured here: cytotoxicity by cell density;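 0% = mean cell density of plate MIN control wells and 100% = no cells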
Autophagy HCS cell loss 18 h: recorded beside Autophagy HCS, whose call it bears; toxicity, %; measured here: cell loss, nuclei count;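 cell loss after 18 h compound exposure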
Myeloid diff MLP GFP+ MAC1+ %: recorded beside Myeloid diff MLP, whose call it bears; GFP+ MAC1+ double positive, %; measured here: differentiation confirmed by MAC1 staining
An asterisk follows results filed as active; i = inactive; u = inconclusive; x = not tested or not shown; & = joins results of further samples. Compounds were not picked by outcome; overall some 3.9% were active at least once.

SMILES	T cell HTS	T cell HTS vesicle-bound %	West Nile virus CPE	MT stabilizer	MT stabilizer Hoechst-high %	MT stabilizer cytotoxicity %	Autophagy HCS	Autophagy HCS cell loss 18 h	bCat nuc transl	bCat nuc transl cell count 5 µM	WT yeast gro inh	WT yeast gro inh mutant strain	Hep lipid drop	Hep lipid drop cells 6.5 µM	Myeloid diff MLP	Myeloid diff MLP GFP+ MAC1+ %	Ins promoter up	Ins promoter up cell count
COc1cc(OC)c(S(=O)(=O)Nc2ccccc2N2CCOCC2)cc1NC(C)=O	i	3	-0.1%	1.8	2.1	8.4	i	-1	-1.3	1116	-10	-4	-2	685	i	0.8	0.09	1467
Cc1oc(-c2ccc(Cl)cc2)nc1CS(=O)CC(=O)NC1CC1 (stereo not drawn)	i	31	-0.5%	x	x	x	x	x	x	x	x	x	-3	671	i	5.0	x	x
CCCCC(=O)NC(=S)Nc1ccc(S(=O)(=O)N2CCCC2)cc1	i	38	-1.1%	3.0	2.8	2.5	i	6	-1.8	534	10	2	-2	668	i	0.9	-0.46	1292
O=c1c(Cl)c(N/N=C/c2ccc(Br)cc2)cnn1-c1ccccc1	i	22	x	2.2	3.0	10	i	-6	-0.2	1230	10	10	24	804	i	0.5	-0.49	943
CCOC(=O)N/N=C1\CC(C)S(=O)(=O)c2ccc(Cl)cc21 (stereo not drawn)	i	49	-0.4%	x	x	x	x	x	0.2	1365	x	x	-4	754	i	0.6	x	x
NC(=O)c1ccsc1NC(=O)COC(=O)C1CC2CCCC(C1)C2=O (stereo not drawn)	i	18	0.4%	x	x	x	x	x	0.1	1119	x	x	3	680	i	0.4	0.17	1473
NC(=O)c1ccccc1NCC(=O)c1ccc(F)cc1	i	59	-0.1%	x	x	x	x	x	x	x	x	x	4	821	i	0.2	x	x
Cc1cc(NS(=O)(=O)c2ccc(NC(=O)C(C)Oc3ccc(C(C)C)cc3)cc2)no1 (stereo not drawn)	i	11	0.4%	x	x	x	x	x	x	x	x	x	-4	403	i	0.3	x	x
CC(c1nc2ccccc2n1Cc1ccccc1)N1CCCCC1 (stereo not drawn)	i	50	-1.1%	x	x	x	x	x	x	x	x	x	-26	845	i	0.3	x	x
O=C(NC1CCN(Cc2nnnn2CCc2ccccc2)CC1)c1ccccc1F	i	32	-0.5%	2.3	2.6	39	i	-2	-0.3	1030	1	-4	-6	654	i	1.5	x	x
Cc1ccc(-c2cc([C@H]3[C@@H]4C=CCC[C@@]4(C)C(=O)N3Cc3ccccc3)ccc2F)cc1	i	41	0.5%	x	x	x	x	x	-0.2	1178	x	x	23	720	i	0.7	x	x
CN1CCN(C(=O)/C=C/c2ccc([N+](=O)[O-])cc2)CC1	i	35	0.0%	4.3	2.4	2.0	i	1	0.1	981	-2	-9	-8	615	i	0.4	0.28	1334
Cc1ccc(C(=O)N(CN2CCCC2=O)c2ccc(F)cc2)cc1	i	34	-0.7%	2.7	2.0	11	i	6	x	x	-2	-7	18	758	i	0.6	0.94	970
Cc1ccc(OCCCn2ccnc2)c(Br)c1	i	41	0.1%	x	x	x	x	x	x	x	x	x	-9	822	i	0.6	x	x
O=C(COC(=O)c1ccc([N+](=O)[O-])o1)Nc1cccc(S(=O)(=O)N2CCCCC2)c1	i	32	-0.1%	3.9	2.3	5.8	i	-2	-2.3	1100	0	20	-4	662	i	0.7	0.01	1274
O=C(CSc1nc(O)cc(=O)[nH]1)N1CCCc2ccccc21	i	63	0.4%	3.1	1.5	9.3	i	-4	-3.8	986	-28	9	6	789	i	1.2	0.37	841
CCCc1cc(C(=O)Nc2cc(OC)c(Cl)cc2OC)no1	i	28	x	3.1	1.1	6.8	x	x	1.1	1154	11	1	x	x	i	0.9	1	899
CCn1c(/C=C/c2ccccc2C)nc2ccccc2c1=O	i	52	-0.2%	x	x	x	x	x	0.1	1292	x	x	1	699	i	0.4	0.23	1131
O=C(NCC(=O)N1CCC2(CC1)NCCc1[nH]cnc12)c1ccccc1F	i	27	0.3%	x	x	x	x	x	x	x	x	x	9	682	i	2.2	x	x
NC(=O)CC(NC(=O)Cc1ccc(Cl)cc1)c1ccc(NC2CCCC2)c([N+](=O)[O-])c1 (stereo not drawn)	i	19	-0.1%	x	x	x	x	x	-1.7	1385	x	x	3	715	i	1.3	-0.54	962
Cc1cc(C)c2c(n1)nn1c(N3CCN(c4ccccc4)CC3)cc(C)nc21	i	50	-1.0%	2.3	2.2	15	i	11	11	1349	7	17	x	x	u	x	-0.22	1271
N=c1ncn(CC(O)CN2CCOCC2)c2nc(N3CCOCC3)[nH]c12 (stereo not drawn)	i	12	x	2.9	1.7	5.4	i	35	0.8	1179	-5	5	x	x	i	1.4	-0.1	1172
CCSc1ncnc2c1sc1nc3c(cc12)COC(C)(C)C3	i	53	-0.4%	5.8	2.2	0.3	i	9	-1.1	1007	10	6	-24	670	i	1.1	-0.38	1467
O=C(Nc1ccccc1Cl)NC1(C(=O)N2CCOCC2)CCCCC1	i	28	-0.8%	x	x	x	x	x	x	x	x	x	4	781	i	1.1	x	x
CC1CN(Cc2ccccc2Cl)CC(C)O1 (stereo not drawn)	i	15	0.0%	1.6	1.0	1.4	i	3	11	1113	-4	-26	5	759	i	6.2	0.74	1214
CC(=O)Nc1ccc(NC(=S)NC(=O)C2CC2)cc1	i	31	0.1%	x	x	x	x	x	x	x	x	x	3	812	i	0.6	x	x
Cc1sc2ncnc(Sc3nc4ccccc4s3)c2c1C	i	37	-0.3%	2.3	2.3	15	i	-13	-0.3	1026	0	1	-12	540	x	x	-0.04	1392
O=C(NC(=S)Nc1ccc(Cl)cn1)C12CC3CC(CC(C3)C1)C2	i	56	-0.1%	2.0	3.2	2.7	i	0	-0.7	993	73*	40*	-4	737	i	0.5	-1.5	1321
CC(C)(C)NC(=O)C(=O)NNC(=O)c1cccc(F)c1	i	25	1.9%	1.3	1.1	2.5	i	-35	-2.7	1060	-11	-6	-5	670	i	0.7	0.03	1291
CC(C)(C)c1ccc(CN(Cc2ccco2)Cc2nnnn2C2CCCC2)cc1	i	21	u	2.0	1.0	8.3	i	-14	-4.2	1407	31	19	x	x	i	0.3	0.98	1439
CCOC(=O)[C@@H]1[C@H]2COc3ccccc3[C@H]2N2C(=O)N(c3ccc(Cl)cc3)C(=O)[C@]12C	i	41	-1.8%	x	x	x	x	x	x	x	x	x	-10	775	i	1.5	x	x
O=C(Nc1ccccc1C(=O)N1CCCC1)c1cccc(S(=O)(=O)N2CCCCCC2)c1	i	47	-0.4%	5.8	2.0	5.9	i	-32	0.4	916	1	5	-11	694	i	0.7	0.28	1301
Cn1cnnc1SCc1ccc(C(=O)O)cc1	i	37	0.0%	6.9	3.9	11	i	17	-1.8	1034	-6	3	x	x	i	1.3	-0.55	1302
CCOc1cccc(C(=O)N(Cc2ccc(F)cc2)C2CCS(=O)(=O)C2)c1 (stereo not drawn)	i	13	0.0%	1.6	0.2	23	i	-12	-1.8	1037	-3	1	-13	591	i	0.4	0.07	1231
CCc1nnc(NC(=O)CSc2nnc(-c3ccc(O)cc3)n2C)s1	i	50	0.1%	1.2	1.3	2.3	i	-6	1.3	1061	-7	-15	-14	693	i	0.2	-0.15	1429
O=C(NCc1ccccc1)NCC12CC3CC(CC(C3)C1)C2	i	28	0.1%	2.9	1.9	8.0	i	20	-4.0	1082	21	2	8	668	i	0.3	0.46	1474
NCCCS(=O)(=O)O	i	14&22	0.5%	3.9	2.1	8.3	i	-45	x	x	2	-2	-21	695	i	2.1&2.2	x	x
O=C1NC(c2ccc3c(c2)OCO3)Nc2ccccc21 (stereo not drawn)	i	26	-0.3%	22*	60*	25*	i	26	-1.4	1114	-6	-18	x	x	i	0.6	0.05	1200
O=C1OC(/C=C/c2ccccc2)=NC/1=C\c1cccnc1	i	40	0.1%	2.4	3.1	7.9	i	3	3.6	892	-7	-11	3	688	i	0.5	0.18	1609
COc1ccc(N2C(=O)c3ccccc3C2O)cc1 (stereo not drawn)	i	10	0.2%	x	x	x	x	x	x	x	x	x	-1	847	i	0.6	x	x

Quoted from the listing.
CN1CCN(C(=O)/C=C/c2ccc([N+](=O)[O-])cc2)CC1 in WT yeast gro inh → -2
O=C(NC1CCN(Cc2nnnn2CCc2ccccc2)CC1)c1ccccc1F in West Nile virus CPE → -0.5%
O=c1c(Cl)c(N/N=C/c2ccc(Br)cc2)cnn1-c1ccccc1 in WT yeast gro inh → 10

3 entries out of the list, sorted by count of non-hydrogen atoms, low to high:
SMILES	T cell HTS	T cell HTS vesicle-bound %	West Nile virus CPE	MT stabilizer	MT stabilizer Hoechst-high %	MT stabilizer cytotoxicity %	Autophagy HCS	Autophagy HCS cell loss 18 h	bCat nuc transl	bCat nuc transl cell count 5 µM	WT yeast gro inh	WT yeast gro inh mutant strain	Hep lipid drop	Hep lipid drop cells 6.5 µM	Myeloid diff MLP	Myeloid diff MLP GFP+ MAC1+ %	Ins promoter up	Ins promoter up cell count
NCCCS(=O)(=O)O	i	14&22	0.5%	3.9	2.1	8.3	i	-45	x	x	2	-2	-21	695	i	2.1&2.2	x	x
CC(=O)Nc1ccc(NC(=S)NC(=O)C2CC2)cc1	i	31	0.1%	x	x	x	x	x	x	x	x	x	3	812	i	0.6	x	x
O=C1NC(c2ccc3c(c2)OCO3)Nc2ccccc21 (stereo not drawn)	i	26	-0.3%	22*	60*	25*	i	26	-1.4	1114	-6	-18	x	x	i	0.6	0.05	1200

Screening data (PubChem BioAssay)
